High-throughput results from PubChem BioAssay.
PostGolgi yeast – phenotypic screen on post-Golgi transport, primary screen. post-Golgi transport phenotypic cell assay. inhibition, % at 10 µM. actives 0.9% (n = 98,000). AID 739, 2007;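 further: yeast cells grown in 1536-well plates; yeast grown about 18 h at 30C before absorbance read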
sEH inh – soluble epoxide hydrolase inhibitors, primary screen, biochemical, human sEH | recombinant human sEH enzymatic activity assay | inhibition, % at 2 µM | actives 0.34% (n = 91,000) | AID 707, 2007; in the data active means inhibition above about 80%; further: values of inactives mirror those of a sister screen read the other way; many of its hits are not listed in these tables
Ecoli WT expand – growth inhibitors of wild-type E. coli, primary screen, strain BW25113, expanded library, OD600; OD600 absorbance; growth inhibition, % at 100 µM; actives 0.15% (n = 98,000);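 active means growth inhibition above about 50% at one test dose, limit read from the data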;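 further: growth measured after 20 h incubation at 37 °C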
S1P2 agonist – S1P2 receptor agonists, primary screen, cell-based. Sphingosine 1-phosphate receptor 2 (Homo sapiens), O95136. actives 0.46% (n = 97,000). activation, % at 4.5 µM. S1P2-expressing cell line, agonist reporter read-out; in the data active means activation above about 16%;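 further: 0% = vehicle low control and 100% = maximal reference agonist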
PostGolgi ctrl – growth inhibition of yeast control strain, primary screen, counter-screen for post-Golgi transport modulator project. efflux-deficient yeast background strain, growth absorbance A615, 16 h. inhibition, % at 10 µM. actives 5% (n = 98,000). AID 738, 2007
S1P2 blocker – human S1P2 receptor antagonists, primary screen, cell-based; Sphingosine 1-phosphate receptor 2 (Homo sapiens), O95136; cell-based S1P2 antagonist assay, inhibition at 5 uM; inhibition, % at 5 µM; actives 0.21% (n = 97,000); AID 736, 2007; in the data active means inhibition above about 45%;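 further: CRE beta-lactamase reporter cells expressing human S1P2 stimulated with S1P; 0% = agonist at EC80 alone and 100% = agonist plus reference antagonist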
sEH act – soluble epoxide hydrolase activators, primary screen, biochemical, human sEH; Bifunctional epoxide hydrolase 2 (Homo sapiens), P34913; purified human sEH enzymatic activity, activator screen; activation, % at 2 µM; actives 0.04% (n = 91,000); AID 717, 2007; in the data active means activation above about 37%; further: values of inactives mirror those of a sister screen read the other way
PLAP activator – PLAP enzyme activators, biochemical, luminescence, HTS. actives 1.2% (n = 96,000). Alkaline phosphatase, placental type (Homo sapiens), P05187. activation fold at 20 µM. purified PLAP enzyme, luminescent substrate read-out; hits give high values; in the data active means activation fold above about 2
CD11b adhes inh – inhibitors of CD11b/CD18 adhesion to fibrinogen, primary screen, K562 cells, luminescence; Integrin beta-2 (Homo sapiens) + Integrin alpha-M (Homo sapiens), P05107+P11215; ATPlite luminescence; Mn2+ added to activate the integrin; inhibition, % at 10 µM; actives 0.54% (n = 93,000);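 active means primary inhibition of 50% or more at 10 µM, then 40% or more on retest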; further: some results filed as inactive read as strong as hits
Target sequence (P05107 whole entry, looked up, other chains not shown): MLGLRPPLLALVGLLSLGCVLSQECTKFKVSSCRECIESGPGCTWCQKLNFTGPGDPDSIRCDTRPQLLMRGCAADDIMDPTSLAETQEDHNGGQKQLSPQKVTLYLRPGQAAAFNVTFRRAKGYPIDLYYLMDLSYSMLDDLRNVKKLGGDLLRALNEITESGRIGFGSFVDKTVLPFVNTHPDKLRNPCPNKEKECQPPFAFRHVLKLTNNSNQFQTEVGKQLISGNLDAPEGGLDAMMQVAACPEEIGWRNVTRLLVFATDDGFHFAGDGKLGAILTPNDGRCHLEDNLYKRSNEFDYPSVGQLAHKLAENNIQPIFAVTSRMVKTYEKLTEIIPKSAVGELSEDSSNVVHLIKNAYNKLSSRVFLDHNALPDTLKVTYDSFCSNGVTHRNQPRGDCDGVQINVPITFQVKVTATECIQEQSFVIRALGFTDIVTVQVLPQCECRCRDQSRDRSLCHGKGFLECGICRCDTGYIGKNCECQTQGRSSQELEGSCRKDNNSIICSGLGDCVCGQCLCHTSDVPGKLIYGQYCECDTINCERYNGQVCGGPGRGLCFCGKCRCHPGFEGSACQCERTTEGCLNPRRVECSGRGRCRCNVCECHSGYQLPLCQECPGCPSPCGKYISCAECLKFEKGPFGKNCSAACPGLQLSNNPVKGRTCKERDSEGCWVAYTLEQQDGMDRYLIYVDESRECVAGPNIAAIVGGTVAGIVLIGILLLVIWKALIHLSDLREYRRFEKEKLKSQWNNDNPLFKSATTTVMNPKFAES
Numbers without * were called inactive; . = not tested or not shown. Unless noted, no stated cut-off is given here; in the data, active means inhibition above about 30%; inactive means the rest. Rows were taken by chance (roughly 7.1% active in at least one column).

SMILES | PostGolgi yeast | sEH inh | Ecoli WT expand | S1P2 agonist | PostGolgi ctrl | S1P2 blocker | sEH act | PLAP activator | CD11b adhes inh
Clc1ccc(C2CC(c3cccs3)n3ncnc3N2)cc1Cl (stereo not drawn) | 2 | . | 3 | . | 43* | . | . | 1.2 | 4
c1cnc(SCCOc2ccc3c(c2)CCC3)nc1 | -8 | 7 | 0 | -6 | 9 | -37 | -5 | 0.8 | 21
CS(=O)(=O)c1ccc2nc(NC(=O)C3C4C=CC(C4)C3C(=O)O)sc2c1 (stereo not drawn) | 2 | -3 | 4 | -4 | 12 | -17 | 4 | 1.1 | -25
O=C1c2ccccc2C2=Nc3ccccc3SC(c3ccccc3F)C12 (stereo not drawn) | 103* | 4 | 34 | -3 | 95* | 10 | -4 | 1 | -7
C=CCSc1[nH]c(=O)cc(C)c1C(N)=O | 2 | 6 | -6 | -1 | 9 | -12 | -4 | 0.9 | -5
CCCC(=O)Nc1c(-c2cccs2)c(=O)c2ccccc2n1C | -3 | 3 | -2 | 1 | 10 | -12 | -3 | 0.9 | -18
CC1CC(C)CN(S(=O)(=O)c2cccc(C(=O)N3C(=O)c4cccc(N)c4C3=O)c2)C1 (stereo not drawn) | 13 | 3 | 7 | -8 | 6 | 16 | 0 | 1 | 7
CCn1ncc2c(OCc3ccc(C#N)cc3)cc(C)nc21 | 9 | -8 | -8 | 0 | 19 | -7 | 6 | 1.3 | 26
CCOC(=O)c1cc(NC(=O)NCc2ccco2)c(C)nc1C | -4 | -11 | 0 | -5 | 10 | -4 | 10 | 1.1 | -4
O=C(C1CCCCC1)N1CCCn2c1nc1ccccc12 | -6 | -5 | -2 | -2 | 2 | -7 | 6 | 1.1 | 0
O=C(OCc1ccc([N+](=O)[O-])cc1)C1CC(=O)N(c2ccccc2)C1 (stereo not drawn) | 0 | -23 | -1 | -4 | -2 | -2 | 26 | 1 | -9
CCN(CC)C(=O)Nc1ccccc1C | -1 | 4 | 5 | -2 | -9 | -10 | -2 | 0.8 | -26

In a second layout: results already given
mol,PostGolgi yeast,sEH inh,Ecoli WT expand,S1P2 agonist,PostGolgi ctrl,S1P2 blocker,sEH act,PLAP activator,CD11b adhes inh
c1cnc(SCCOc2ccc3c(c2)CCC3)nc1,-8,7,0,-6,9,-37,-5,0.8,21
CS(=O)(=O)c1ccc2nc(NC(=O)C3C4C=CC(C4)C3C(=O)O)sc2c1 (stereo not drawn),2,-3,4,-4,12,-17,4,1.1,-25
O=C1c2ccccc2C2=Nc3ccccc3SC(c3ccccc3F)C12 (stereo not drawn),103*,4,34,-3,95*,10,-4,1,-7
C=CCSc1[nH]c(=O)cc(C)c1C(N)=O,2,6,-6,-1,9,-12,-4,0.9,-5
CCCC(=O)Nc1c(-c2cccs2)c(=O)c2ccccc2n1C,-3,3,-2,1,10,-12,-3,0.9,-18
CC1CC(C)CN(S(=O)(=O)c2cccc(C(=O)N3C(=O)c4cccc(N)c4C3=O)c2)C1 (stereo not drawn),13,3,7,-8,6,16,0,1,7
CCn1ncc2c(OCc3ccc(C#N)cc3)cc(C)nc21,9,-8,-8,0,19,-7,6,1.3,26
CCOC(=O)c1cc(NC(=O)NCc2ccco2)c(C)nc1C,-4,-11,0,-5,10,-4,10,1.1,-4

Continuation.
SMILES | PostGolgi yeast | sEH inh | Ecoli WT expand | S1P2 agonist | PostGolgi ctrl | S1P2 blocker | sEH act | PLAP activator | CD11b adhes inh
COc1ccc(OC)c(C2C(C(=O)c3ccc(C)o3)=C(O)C(=O)N2CCCN2CCOCC2)c1 (stereo not drawn) | . | 3 | . | -3 | . | -1 | -3 | . | .
O=C(CCn1cccc1)NCc1ccc2c(c1)OCO2 | 11 | -18 | 11 | -3 | 1 | -5 | 16 | 0.9 | -15
COc1ccccc1NS(=O)(=O)c1ccc(C(=O)OCC(=O)NCc2ccco2)cc1 | 13 | -4 | 2 | -11 | -2 | -2 | 6 | 1.5 | -9
CCCc1cc(=O)oc2cc(OCC(=O)Nc3ccc4c(c3)OCCO4)ccc12 | 1 | -10 | -4 | -2 | 0 | -11 | 6 | 0.9 | -5
COc1ccc(N2CCN(Cc3oc(CO)cc(=O)c3O)CC2)cc1 | -7 | -6 | -8 | -2 | -16 | -4 | 5 | 1.5 | -6
Clc1ccc(/C=N/c2c(-c3ccc(Cl)cc3)nc3n2CCS3)cc1 | 7 | . | -2 | -5 | 7 | 4 | . | 0.9 | .
COC(=O)[C@H](C)NC(=O)Nc1ccc(OC)c(OC)c1 | 4 | -4 | -3 | -3 | 8 | 5 | 1 | 0.9 | 1
Cc1nc2cc(-c3ccccc3)nn2c(C)c1CCC(=O)NCc1ccco1 | 8 | 16 | 8 | -6 | 13 | 3 | -17 | 0.9 | -3
CC(=O)NC(C)C(c1cccs1)N1CCN(c2ccccc2)CC1 (stereo not drawn) | -12 | 2 | 9 | -9 | -5 | 15 | -3 | 1.1 | 12
Cc1ccc2nc(N3CCN(Cc4nnnn4Cc4ccccc4)CC3)c(C#N)cc2c1 | -5 | -23 | -39 | -3 | 20 | 5 | 22 | 1.7 | 0
CCc1ccc(-c2csc3[n+]2CCN3C(C)=O)cc1 | 0 | 9 | 15 | -5 | 2 | -10 | -5 | 1 | -9
COc1ccc(OC)c(-n2c(=S)[nH]c3cc(C(=O)NCCCN4CCCC4=O)ccc3c2=O)c1 | 7 | 79 | 0 | -6 | 0 | 14 | -79 | 1.1 | -1
COC(=O)c1nc2n(n1)C(c1cccc(Cl)c1)C1=C(CC(C)(C)CC1=O)N2 (stereo not drawn) | -1 | . | 2 | -6 | 7 | -14 | . | 1.2 | -12
COCCn1c(C(C)C)nc2oc3ccccc3c(=O)c2c1=O | 6 | 17 | 2 | -3 | 0 | -6 | -17 | 1.1 | -7
COc1ccc(S(=O)(=O)N2Cc3ccccc3CC2C(=O)O)cc1OC (stereo not drawn) | 1 | -10 | -6 | -4 | 3 | 17 | 10 | 0.9 | -2
CCOC(=O)C1CCN(C(=O)COc2ccc(S(=O)(=O)NC(C)C)cc2)CC1 | 14 | -7 | -2 | -6 | -6 | -5 | 6 | 1.2 | -8
Cc1csc(NC(=O)CCC(=O)N(CC(=O)NC2CCCC2)Cc2ccco2)n1 | 5 | . | 7 | 1 | 2 | 4 | . | 1.2 | 0
C(#CCN1CCOCC1)COCCOC(c1ccccc1)c1ccccc1 | -8 | -8 | 0 | -3 | 5 | -15 | 11 | 1.6 | 6
CCOC(=O)Cc1c(C)nc2c(C#N)c[nH]n2c1=O | 4 | 3 | -3 | -5 | 8 | -6 | -3 | 1 | .
CCOc1ccccc1NC(=O)C(CC(C)C)NC(=O)C1CCCCC1 (stereo not drawn) | -10 | 11 | 0 | -3 | 2 | -16 | -14 | 0.9 | 1
CCOC(=O)c1cc2occc2n1CC(=O)NCCOC | . | 24 | . | 0 | . | -11 | -22 | . | .
Cc1[nH]n(-c2ccc(Cl)cc2)c(=O)c1/C=N/n1c(C)nc2ccccc2c1=O | . | 20 | . | -5 | . | 2 | -18 | . | .
C/C(=N\O)C(C)(C)NC(=O)Nc1ccc(Cl)cc1 | -5 | 10 | 10 | -2 | 5 | -13 | -12 | 1.2 | 3
COC(=O)C(C#N)C(c1cccnc1)c1c(C)[nH][nH]c1=O (stereo not drawn) | -3 | -16 | -2 | -1 | 0 | 2 | 22 | 1.1 | 7
COc1cccc(OC)c1C(=O)Nc1ccccc1C(=O)N1CCOCC1 | -6 | 2 | 4 | -4 | 6 | 1 | -2 | 0.9 | -2
CCCOP(=O)(OCCC)C(Nc1ccc(C(C)C)cc1)c1ccc([N+](=O)[O-])cc1 (stereo not drawn) | 3 | 2 | -14 | -2 | 22 | -21 | -4 | 1.3 | -7
CCCNC(=O)c1c[nH]c2ccc(S(=O)(=O)N(C)c3ccc(OCC)cc3)cc2c1=O | -3 | 7 | 1 | -6 | -4 | 11 | -7 | 1.5 | 44
COc1cc(C(=O)OCC(=O)Nc2c(F)c(F)c(F)c(F)c2F)cc(OC)c1OC | -2 | -8 | -5 | -2 | -3 | -12 | 8 | 1.2 | -21
Cc1ccccc1N1C(S)=C(C#N)C(=O)NC1c1cccs1 (stereo not drawn) | 22 | -3 | 3 | -1 | -4 | 6 | 4 | 1 | -2
COc1ccc(Cl)cc1N1C(=O)C2CCCN2C1c1ccc(F)c(F)c1 (stereo not drawn) | 7 | 7 | 4 | -4 | 18 | -3 | -6 | 1.5 | -4
Cc1nn2c(N)c(C#N)cnc2c1-c1ccc(Cl)cc1 | 0 | 7 | -7 | 1 | 10 | -12 | -6 | 1.3 | 1
COc1cc2c3c(c1)C1(C(=O)N3C(C)(C)C=C2C)C(C#N)=C(N)Oc2cc(O)ccc21 (stereo not drawn) | 3 | 0 | 7 | -7 | 5 | -10 | -6 | 1.4 | -5
CCCCNC(=O)Cc1c(O)c2ccccc2[nH]c1=O | -5 | -9 | -5 | 1 | 5 | -2 | 12 | 1.1 | 11
CCOC(=O)Nc1ccc2c(c1)N(C(=O)CCN1CCN3CCCC3C1)c1ccccc1CC2 (stereo not drawn) | -11 | 8 | 12 | -4 | 6 | 2 | -8 | 1.9 | -7
C=CCN(CC=C)C(=O)c1ccccc1NC(=O)c1ccccc1C | 1 | 6 | 10 | -7 | 7 | -8 | -6 | 1 | -5
Cc1c(Nc2cc(=O)oc3ccccc23)c(=O)n(-c2ccccc2)n1C | 1 | -8 | -8 | -6 | 4 | 12 | 5 | 0.9 | -9
CCOC(=O)CSc1nc2c(c(=O)n1-c1ccc(OC)cc1)SCC2 | 0 | 7 | -5 | 1 | -1 | -3 | -3 | 1.1 | -7
Cc1ccc(N/C=C/C(=O)c2ccc(C)cc2)cc1 | 13 | 3 | -19 | -3 | 22 | -10 | -4 | 0.9 | 16
O=C1CN(C(=O)OCc2ccccc2)c2ccccc2N1 | -4 | -4 | -2 | -2 | 2 | -11 | 7 | 1 | -18
COc1ccc(NC(=O)CSc2nc(N)c3cc4c(nc3n2)CCCC4)c(OC)c1 | -2 | 6 | -7 | -3 | 12 | -4 | -4 | 0.9 | -7
O=C(c1ccco1)c1nnn(Cc2ccccc2)c1-c1ccccc1 | 12 | 8 | -13 | -3 | 10 | 5 | -7 | 1 | 6
FC(F)(F)c1cnc(/C=C/Nc2ccccc2Cl)c(Cl)c1 | -8 | -13 | -10 | -5 | 2 | 21 | 12 | 0.8 | .
CCCc1cc(=O)[nH]c(SCC(=O)OCc2ccccc2)n1 | 4 | 13 | -3 | -5 | 1 | 10 | -9 | 1.1 | -5
COc1cc(C2C(C#N)=C(N)Oc3cc(C)n(CCc4ccccc4)c(=O)c32)cc2c1OCO2 (stereo not drawn) | -13 | . | 2 | . | -3 | . | . | 0.8 | -38
CCOC(=O)C1CCN(c2nc3ccccc3nc2C(C#N)C(=O)OC(C)C)CC1 (stereo not drawn) | -7 | 5 | -3 | -6 | 10 | 9 | -2 | 0.9 | 0
O=C(CN(C1CCCCC1)S(=O)(=O)c1ccc(Cl)cc1)NCc1cccnc1 | 9 | 2 | 1 | -6 | 6 | 19 | -2 | 1.7 | -2
COc1ccc(C2C(C(=O)NCc3cccnc3)c3cc(OC)c(OC)cc3C(=O)N2C)cc1 (stereo not drawn) | 3 | -15 | 5 | -1 | 5 | 5 | 10 | 1.7 | -17
CC1=NCCN1S(=O)(=O)c1cc(Cl)ccc1Cl | 14 | 6 | 3 | -7 | 6 | -3 | -6 | 1 | .
COC(=O)c1[nH]c2c(c1C)C(=O)CC(c1ccc(C)cc1)C2 (stereo not drawn) | 3 | 7 | -4 | 1 | 9 | -36 | -9 | 0.8 | -7
CN(C)CCN1CCc2ccccc21 | 6 | 2 | 2 | -5 | 6 | 16 | -4 | 1.5 | 14
